Screening data as filed in PubChem.
MBNL1-CUG inh: qHTS Assay for Inhibitors of MBNL1-poly(CUG) RNA binding. Muscleblind-like protein 1 (Homo sapiens), Q9NR56. TR-FRET MBNL1-His/biotin-(CUG)12 binding, 665/545 ratio. Potency, µM (series often up to 57.5 µM), for the others: at the top dose activity change, negative = inhibition, hits mostly inhibitors. 280,000 tested, 0.036% active. AID 2675, 2010; active = well fitted inhibition curve with a large enough effect in the signal ratio, with a control signal flat, not every such curve was filed as active; inconclusive = small, poorly fitted or top-dose-only effect, or effect the other way, or a change in a side signal; inactive = no such curve, though single readings can be large or run the other way; the % refers to the signal ratio; also: % is scaled to controls: 0 for no effect and ±100 for the full control effect
Target sequence (Q9NR56 whole entry, looked up): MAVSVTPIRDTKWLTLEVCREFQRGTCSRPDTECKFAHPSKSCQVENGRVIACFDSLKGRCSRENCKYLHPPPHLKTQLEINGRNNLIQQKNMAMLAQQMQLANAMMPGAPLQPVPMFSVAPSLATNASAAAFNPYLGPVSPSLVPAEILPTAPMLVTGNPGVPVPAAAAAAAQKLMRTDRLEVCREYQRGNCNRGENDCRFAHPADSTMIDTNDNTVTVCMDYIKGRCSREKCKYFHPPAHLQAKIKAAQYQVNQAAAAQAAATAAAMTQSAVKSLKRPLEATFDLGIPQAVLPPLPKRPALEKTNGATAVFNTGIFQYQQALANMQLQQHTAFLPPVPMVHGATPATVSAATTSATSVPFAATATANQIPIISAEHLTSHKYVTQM
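TR-FRET readout: Ex 340 nm, 665/545 nm emission ratio, normalized to buffer-only (basal) and MBNL1-(CUG)12 controls. Complex of MBNL1-His with Biotin-(CUG)12, compounds 92 nM–58 uM, incubated 60 min at room temperature.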
Rab9 promoter act: qHTS Assay for Rab9 Promoter Activators; 320,000 tested, 2.8% active; AID 485297, 2010; Huh7 Rab9 promoter-luciferase reporter, luminescence, 24 h; Potency, µM (series often up to 9.22 µM), inactives show top-dose activation, negative = inhibition, most hits filed as activators; also: % of control where 0% means no effect; nearly all actives have a fitted effect of over 60% in size
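Luminescence read-out: Huh7 cells stably expressing Rab9-luciferase, treated 24 h with compound at 37 °C, then lysed with luciferase reagent for 10 min at ambient before reading.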
MLL CXXC-DNA inh: qHTS Fluorescence Polarization Assay for Inhibitors of MLL CXXC domain - DNA interaction; Potency, µM (top dose mostly 115 µM), for inactives: at the highest dose activity change, negative = inhibition, hits mostly inhibitors; 290,000 tested, 0.037% active; MLL-CXXC / FITC-HOXA9 DNA fluorescence polarization; active = well fitted inhibition curve with a large enough effect in the polarisation, with a control signal flat, not every such curve was filed as active; inconclusive = small, poorly fitted or top-dose-only effect, or effect the other way, or a change in a side signal; inactive = no such curve, though single readings can be large or run the other way; the % refers to the polarisation
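Purified MLL-CXXC (added from a 7 uM solution) was preincubated 5 min at ambient with pinned compounds in 50 mM Tris-HCl pH 7.5, 50 mM NaCl, 1 mM DTT, 0.05% BSA. Fluorescein-labeled HOX-A9 DNA (50 nM solution) followed, 30 min, then polarization read.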
uPA generation: qHTS for Inhibitors of Cell Surface uPA Generation | cell surface uPA generation assay, qHTS | Potency, µM (top dose mostly 38.3 µM), without a hit: at the top dose activity change, negative = inhibition, most hits filed as inhibitors | 330,000 tested, 0.31% active; active = well fitted inhibition curve with a large enough effect; inconclusive = small, poorly fitted or top-dose-only effect; inactive = no such curve, though single readings can be large or run the other way; tested in mouse RAW 264.7 cells; also: % is scaled to controls: 0 for no effect and ±100 for the full control effect; nearly all actives have a fitted effect of over 55% in size
FLuc counter: qHTS profiling assay for firefly luciferase inhibitor/activator using purifed enzyme and Km concentrations of substrates (counterscreen for miR-21 project). Luciferin 4-monooxygenase (Photinus pyralis), P08659. purified FLuc, Km substrates, luminescence inhibition. Potency, µM (series often up to 57.5 µM), without a hit: at the highest dose activity change, negative = inhibition, hits mostly inhibitors. 360,000 tested, 6.9% active;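 also: plate controls were vehicle for no effect and reference inhibitor for full effect; nearly all actives have a fitted effect of over 55% in size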
Target sequence (P08659 whole entry, looked up): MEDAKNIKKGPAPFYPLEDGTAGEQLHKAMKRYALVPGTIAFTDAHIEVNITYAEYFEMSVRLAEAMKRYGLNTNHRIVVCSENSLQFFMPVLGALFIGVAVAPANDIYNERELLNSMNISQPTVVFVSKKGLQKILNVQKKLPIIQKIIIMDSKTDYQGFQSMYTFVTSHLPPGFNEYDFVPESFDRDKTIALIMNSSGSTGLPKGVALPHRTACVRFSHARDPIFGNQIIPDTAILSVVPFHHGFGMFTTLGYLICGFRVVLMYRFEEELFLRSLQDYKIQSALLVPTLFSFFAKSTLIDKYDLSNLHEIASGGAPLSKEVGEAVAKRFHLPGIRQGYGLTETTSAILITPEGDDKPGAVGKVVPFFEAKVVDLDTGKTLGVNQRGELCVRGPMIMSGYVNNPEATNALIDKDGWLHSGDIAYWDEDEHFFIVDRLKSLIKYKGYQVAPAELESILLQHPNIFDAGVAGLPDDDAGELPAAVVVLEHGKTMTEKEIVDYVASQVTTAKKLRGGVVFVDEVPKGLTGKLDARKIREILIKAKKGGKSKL
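Purified P. pyralis luciferase, 10 nM final, with Km-level 10 uM D-luciferin and 10 uM ATP in 50 mM Tris acetate pH 7.5, 10 mM Mg acetate, 0.01% Tween-20, 0.05% BSA; 6-point qHTS titration about 60 µM downward; luminescence read.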
RORg inh: qHTS for inhibitors of ROR gamma transcriptional activity; 310,000 tested, 5.4% active; Nuclear receptor ROR-gamma (Mus musculus), P51450; Drosophila S2 Gal4-RORgamma UAS-luciferase reporter, 20 h; Potency, µM (highest dose often 53.6 µM), for the others: at the highest dose activity change, negative = inhibition, usual class: inhibitors; also: % is scaled to controls: 0 for no effect and ±100 for the full control effect; nearly all actives have a fitted effect of over 60% in size
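Schneider cells (Drosophila), stable Gal4 DBD–ROR gamma + UAS-luc; 1 hr cmpd preincubation; Cu2+ induction 700 uM final; 20 hr ambient; luminescence.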
BRCA1 expr up: qHTS Assay to Identify Small Molecule Activators of BRCA1 Expression. MCF7-BRCA1-FFLuc reporter, luminescence, 48 h; response scale: scaled: vehicle 0%, 10 µM genistein 100%. Potency, µM (titrated, usually from 46.1 µM), without a hit: at the highest dose activation, usual class: activators. 380,000 tested, 1.1% active; also: nearly all actives have a fitted effect of over 80% in size; some results filed as inactive show a strong effect at the top dose
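Activators of BRCA1 expression were detected as increased firefly luciferase luminescence in engineered MCF7 cells after 48 h compound incubation. Signals were scaled to genistein 10 microM as full activation.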
p53 reactivator: qHTS assay for re-activators of p53 using a Luc reporter; 320,000 tested, 0.063% active; AID 504706, 2011; H1299 p53-A138V BP100-luciferase reporter, luminescence, 24 h; Potency, µM (highest dose often 92.2 µM), for inactives: at the highest dose activity change, positive = activation, most hits filed as activators; also: % of control where 0% means no effect; nearly all actives have a fitted effect of over 45% in size
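p53-null H1299 cells stably carrying temperature-sensitive p53-A138V and a BP100-luciferase reporter were pinned with compounds (4-point, 1:5 series) and held 24 hrs at 37 deg C. Luminescence was read 10 min after detection reagent.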
VP16 counter: VP16 counterscreen qHTS for inhibitors of ROR gamma transcriptional activity. Drosophila S2 Gal4-VP16 UAS-luciferase, luminescence, 20 h. Potency, µM (highest dose often 53.6 µM), inactives show at the top dose activity, negative = inhibition, actives largely listed as inhibitors. 310,000 tested, 3.5% active. AID 2546, 2010;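 also: Gal4-VP16 expression switched on by copper sulfate through the metallothionein promoter; % is scaled to controls: 0 for no effect and ±100 for the full control effect; nearly all actives have a fitted effect of over 50% in size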
NPC1 promoter act: qHTS Assay for NPC1 Promoter Activators; Huh7 NPC1 promoter luciferase reporter, 24 h; Potency, µM (series often up to 9.22 µM), without a hit: top-dose activation, most hits filed as activators; 320,000 tested, 2.4% active;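 also: % of control where 0% means no effect; nearly all actives have a fitted effect of over 60% in size; reporter is driven by a mutant NPC1 promoter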
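In 1536-well qHTS, Huh7 cells harboring an NPC1 promoter–luciferase construct received compound for 24 h; activation was quantified by luminescence following luciferase reagent addition.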
ELG1 genotox: qHTS screen for small molecules that induce genotoxicity in human embryonic kidney (HEK293T) cells expressing luciferase-tagged ELG1 | Potency, µM (highest dose often 46 µM), inactives show at the top dose activity change, positive = activation, usual class: activators | 330,000 tested, 1.3% active | HEK293T ELG1-luciferase reporter, luminescence, 16 h | AID 504466, 2011; also: % of control where 0% means no effect; nearly all actives have a fitted effect of over 60% in size
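Step 1: seed 2,000 HEK293T ELG1-luciferase cells per well. Step 2: add compound or DMSO, incubate 16 hr at 37 °C. Step 3: ONE-Glo, 30 min at room temperature, read luminescence.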
An asterisk follows results filed as active; ? = inconclusive; · = not tested or not shown; [ ] = remark or other dose. Unless noted, calls follow the shape of the dose curve; as a rule, active = well fitted curve in the direction sought with a large enough effect; inconclusive = small, poorly fitted or top-dose-only effect, or another doubt; inactive = no such curve, though single readings can be large; an effect the other way counts as inactive or inconclusive. Potency is read from the fitted curve at half-maximal effect. An excerpt; count on the stated rates, not on these rows.

Every second line gives: MBNL1-CUG inh | Rab9 promoter act | MLL CXXC-DNA inh | uPA generation | FLuc counter | RORg inh | BRCA1 expr up | p53 reactivator | VP16 counter | NPC1 promoter act | ELG1 genotox
O=C(O/N=C1\CCCc2ccccc21)c1cccs1
→ 2.2% | -4.6% | 3.1% | -0.7% | 1.35µM* | 23.4% | -3.0% | -0.3% | -10.9% | 0.0% | -2.8%
COc1ccc(/C=N/N2CCN(c3ccccc3OC)CC2)cc1Br
→ 0.9% | 22.3% | 9.1% | 4.0% | 15.1µM* | 33.8% | 77.6% | · | 2.4% | 21.0% | 12.1%
c1ccc(-c2csc3ncn4cnnc4c23)cc1
→ -12.8% | -0.1% | -13.0% | -0.2% | 5.5% | -0.2% | 2.1% | -1.3% | 2.2% | 0.0% | -6.2%
COc1ccc2c(C)cc(SCC(=O)Nc3ccc(Cl)cn3)nc2c1
→ · | -13.6% | 18.2% | 2.9% | 5.3% | -0.8% | -51.4% | 0.4% | -2.8% | -3.1% | 13.5%
COc1ccc(N2CC(C(=O)NCc3ccccc3)CC2=O)cc1 (stereo not given)
→ 2.2% | -10.1% | 1.2% | 1.7% | 3.4% | 9.5%[10 µM] | 0.0% | -1.0% | 1.7% | 1.4% | -0.2%
O=C(O)CC1S/C(=N/N=C/c2ccc(-c3ccccc3[N+](=O)[O-])o2)NC1=O (stereo not given)
→ ? | -0.6% | 5.7% | -2.0% | ? | 39.1% | 1.7% | 1.8% | -6.4% | 9.3% | -2.8%
Cc1ccc(S(=O)(=O)N2CCCC2C(=O)Nn2cnnc2)cc1 (stereo not given)
→ 2.3% | -1.7% | -6.6% | 3.5% | 0.6% | -5.7% | 12.9% | 5.2% | -6.5% | 0.9% | 0.5%
O=C(Nc1ccc(-c2ccco2)cc1)C1CCCN(Cc2ccc(CO)o2)C1 (stereo not given)
→ 9.2% | 0.5% | -4.8% | -3.0% | -6.1% | -8.8% | 41.1% | 2.1% | 0.1% | -2.5% | -4.7%
Cc1cc(C)cc(NC(=S)N(CCN2CCCCC2)Cc2ccco2)c1
→ 5.3% | -11.4% | 9.4% | 2.7% | -5.3% | 10µM* | -39.4% | 7.0% | 0.3%[10 µM] | -4.6% | 4.3%
O=C(Cc1csc(-c2ccccc2)n1)NCc1ccco1
→ 7.3% | 12.6% | -5.2% | 26.2% | -11.6% | 44.7% | 1.6% | 4.6% | 7.7% | -5.9% | 7.1%
COc1ccc(/C=C/C(=O)NC(=S)Nc2ccc(S(=O)(=O)Nc3nccnc3OC)cc2)cc1
→ · | -8.2% | ? | -8.9% | ? | ? | 39.8% | -0.2% | -93.4% | -8.1% | 10.1%
COc1ccccc1CN(C)C(=O)CN1C(=O)c2ccccc2C1=O
→ 0.3% | 18.3% | 8.5% | 0.0% | -1.5% | -22.0% | -12.3% | 5.4% | -7.7% | 2.3% | 1.6%
Cc1ccc2nc3sc(C(=O)Nc4c(C)[nH]c(=O)[nH]c4=O)c(N)c3cc2c1
→ 19.1% | 0.6% | ? | 3.8% | ? | 8.9% | -14.9% | 27.8% | ? | 8.2% | 10.3%
Cc1ccc(S(=O)(=O)N2CCCC2)cc1C(=O)Nc1ccc(-n2cnnn2)cc1
→ · | -6.5% | · | 3.8% | · | · | -9.1% | -5.7% | · | 0.6% | -1.6%
CCCCOc1ncnc2c1[nH]c1ccc(OC)cc12
→ -13.7% | 1.41µM* | 2.9% | · | 1.69µM* | -10.3% | ? | ? | 6.2% | 0.562µM* | ?
CC(=O)c1sc2nc(-c3cccs3)ccc2c1N
→ ? | 3.55µM* | -16.9% | -10.3% | 7.57µM* | 23.9% | -25.3% | 10.9% | 11.1% | 18.4% | 11.6µM*
Cc1ccc(N2CC(C(=O)N3CCc4ccccc43)CC2=O)cc1 (stereo not given)
→ -0.6% | -4.4% | 14.6% | -1.2% | 2.5% | -17.7% | 10.1% | -4.4% | -3.2% | -3.0% | -0.4%
COC(=O)Nc1nnc(SCc2ccc(C)cc2)s1
→ -1.4% | -2.3% | -10.2% | -9.6% | ? | -28.9% | 62.5% | 5.8% | -7.3% | 1.0% | 1.5%
CCOC(=O)c1sc(NC(=O)CN2C(=O)NC3(CCC(C)CC3)C2=O)c(C(=O)OCC)c1C (stereo not given)
→ · | -6.4% | · | -7.5% | 0.1% | · | -17.9% | 11.2% | · | -4.4% | 3.9%

In another format: results already given
structure: CCCCOc1ncnc2c1[nH]c1ccc(OC)cc12
  MBNL1-CUG inh: -13.7%; Rab9 promoter act: 1.41µM*; MLL CXXC-DNA inh: 2.9%; uPA generation: ·; FLuc counter: 1.69µM*; RORg inh: -10.3%; BRCA1 expr up: ?; p53 reactivator: ?; VP16 counter: 6.2%; NPC1 promoter act: 0.562µM*; ELG1 genotox: ?
structure: COc1ccccc1CN(C)C(=O)CN1C(=O)c2ccccc2C1=O
  MBNL1-CUG inh: 0.3%; Rab9 promoter act: 18.3%; MLL CXXC-DNA inh: 8.5%; uPA generation: 0.0%; FLuc counter: -1.5%; RORg inh: -22.0%; BRCA1 expr up: -12.3%; p53 reactivator: 5.4%; VP16 counter: -7.7%; NPC1 promoter act: 2.3%; ELG1 genotox: 1.6%
structure: COc1ccc2c(C)cc(SCC(=O)Nc3ccc(Cl)cn3)nc2c1
  MBNL1-CUG inh: ·; Rab9 promoter act: -13.6%; MLL CXXC-DNA inh: 18.2%; uPA generation: 2.9%; FLuc counter: 5.3%; RORg inh: -0.8%; BRCA1 expr up: -51.4%; p53 reactivator: 0.4%; VP16 counter: -2.8%; NPC1 promoter act: -3.1%; ELG1 genotox: 13.5%
structure: Cc1ccc2nc3sc(C(=O)Nc4c(C)[nH]c(=O)[nH]c4=O)c(N)c3cc2c1
  MBNL1-CUG inh: 19.1%; Rab9 promoter act: 0.6%; MLL CXXC-DNA inh: ?; uPA generation: 3.8%; FLuc counter: ?; RORg inh: 8.9%; BRCA1 expr up: -14.9%; p53 reactivator: 27.8%; VP16 counter: ?; NPC1 promoter act: 8.2%; ELG1 genotox: 10.3%
